POLI inh: blocks human DNA polymerase iota activity | Q9UNA4 | Pol iota fluorescent replication assay, 10 min | Potency, µM (titrated, usually from 115 µM), for inactives: at the top dose activity, negative = inhibition, hits mostly inhibitors | hit rate 1% among 390,000 | AID 588590
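Fluorescent replication assay read twice, at 0 min and 10 min after adding 50 nM (final) substrate. Enzyme (10 nM) and compounds were first incubated 15 min at room temperature; enzyme-free buffer wells were negative controls.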
G9a block: G9a (human) methyltransferase inhibition. G9a H3K9 monomethylation, AlphaScreen, 2 h. Potency, µM (top dose mostly 102 µM), without a hit: at the highest dose activity, negative = inhibition, most hits filed as inhibitors. hit rate 8.8% among 350,000. AID 504332; further: on the % scale 0 is the no-effect control and ±100 the full control effect; nearly all actives have a fitted effect of over 75% in size
Target sequence (Q96KQ7 913-1193 limits assumed): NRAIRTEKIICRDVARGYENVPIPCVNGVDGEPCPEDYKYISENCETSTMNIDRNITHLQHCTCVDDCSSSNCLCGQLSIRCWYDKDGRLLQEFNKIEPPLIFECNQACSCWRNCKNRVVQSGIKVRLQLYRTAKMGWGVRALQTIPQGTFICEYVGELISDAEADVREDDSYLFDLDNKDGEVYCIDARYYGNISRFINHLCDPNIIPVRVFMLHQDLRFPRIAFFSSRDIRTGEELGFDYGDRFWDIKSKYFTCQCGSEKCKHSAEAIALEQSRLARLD
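G9a (20 nM) was preincubated 15 min with compound, then reacted 2 h at room temperature with 500 nM biotin-H3K9 peptide and 20 µM SAM. Monomethyl-H3K9 detected by AlphaScreen using anti-H3K9me1 antibody.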
GLS inh: glutaminase GLS (human) inhibition. O94925. hit rate 0.21% among 410,000. Potency, µM (top dose mostly 45.5 µM), inactives show at the highest dose activity change, negative = inhibition, hits mostly inhibitors. GLS enzymatic activity, qHTS titration; further: on the % scale 0 is the no-effect control and ±100 the full control effect
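Human kidney-isoform GLS in 45 mM KH2PO4 pH 8.2, 0.02% Tween-20, with compound, started with 1mM L-Glutamine (added stock). Glutamate oxidase/HRP/Amplex red coupled fluorescence read at start and after 30 min at RT.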
BAZ2B block: BAZ2B (human) inhibition; Q9UIF8; Potency, µM (titrated, usually from 114 µM), inactives show top-dose activity change, negative = inhibition, actives largely listed as inhibitors; AlphaScreen BAZ2B-H3K14Ac peptide displacement; hit rate 4.4% among 360,000; further: on the % scale 0 is the no-effect control and ±100 the full control effect; nearly all actives have a fitted effect of over 60% in size
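AlphaScreen luminescence quantifies BAZ2B engagement of H3K14Ac peptide; the protein and biotinylated peptide are both at 50 nM final, buffer PBS pH 7.4 with 0.01% Tween-20, all steps at room temperature.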
JMJD2A Tudor: blocks the human JMJD2A Tudor domain | Potency, µM (highest dose often 114 µM), for inactives: at the highest dose activity change, negative = inhibition, usual class: inhibitors | O75164 | hit rate 4.4% among 390,000 | AlphaScreen JMJD2A-Tudor / H3K4me3 peptide binding | AID 504339; further: on the % scale 0 is the no-effect control and ±100 the full control effect; nearly all actives have a fitted effect of over 50% in size
HP1b chromo inh: HP1-beta chromodomain-methylated histone interaction inhibition | P83916 | AlphaScreen HP1-beta / biotin-H3K9me3 peptide binding | Potency, µM (series often up to 114 µM), without a hit: top-dose activity change, negative = inhibition, hits mostly inhibitors | hit rate 0.56% among 390,000; further: nearly all actives have a fitted effect of over 70% in size; inactives centre near 23
Target sequence (P83916 whole entry, looked up): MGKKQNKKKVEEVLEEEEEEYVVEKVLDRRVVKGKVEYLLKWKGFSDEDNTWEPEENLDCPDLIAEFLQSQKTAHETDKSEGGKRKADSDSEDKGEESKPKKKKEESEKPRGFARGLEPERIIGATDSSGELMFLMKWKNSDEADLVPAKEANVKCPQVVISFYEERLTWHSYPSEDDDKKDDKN
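HP1-beta protein (50 nM final) preincubated 30 min at room temperature with biotinylated H3(1-18)K9me3 peptide (50 nM) in PBS pH 7.4, 0.01% Tween-20, then compound added for 30 min. AlphaScreen streptavidin donor/nickel chelate acceptor beads (10 ug/mL final), 30 min dark, luminescence read.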
Pin1 inhibitor: blocks the human prolyl isomerase Pin1; Pin1 FP peptide displacement, HiFluor488, 10 min; hit rate 0.009% among 390,000; Potency, µM (titrated, usually from 115 µM), without a hit: at the highest dose activity, negative = inhibition, usual class: inhibitors; Q13526; AID 504891; active means well fitted inhibition curve with a large enough effect in the polarisation, with a control signal flat, not every such curve was filed as active; inconclusive means small, poorly fitted or top-dose-only effect, or effect the other way, or a change in a side signal; inactive means no such curve, though single readings can be large or run the other way; the % refers to the polarisation; further: on the % scale 0 is the no-effect control and ±100 the full control effect
PGK inhibitor: inhibitors of T. brucei phosphoglycerate kinase; P07378; PGK/GAPDH coupled, Kinase-Glo luminescence, 60 min; Potency, µM (titrated, usually from 57.5 µM), for inactives: at the highest dose activity change, negative = inhibition, hits mostly inhibitors; hit rate 0.043% among 380,000; AID 602233; further: on the % scale 0 is the no-effect control and ±100 the full control effect; nearly all actives have a fitted effect of over 60% in size
Target sequence (P07378 whole entry, looked up): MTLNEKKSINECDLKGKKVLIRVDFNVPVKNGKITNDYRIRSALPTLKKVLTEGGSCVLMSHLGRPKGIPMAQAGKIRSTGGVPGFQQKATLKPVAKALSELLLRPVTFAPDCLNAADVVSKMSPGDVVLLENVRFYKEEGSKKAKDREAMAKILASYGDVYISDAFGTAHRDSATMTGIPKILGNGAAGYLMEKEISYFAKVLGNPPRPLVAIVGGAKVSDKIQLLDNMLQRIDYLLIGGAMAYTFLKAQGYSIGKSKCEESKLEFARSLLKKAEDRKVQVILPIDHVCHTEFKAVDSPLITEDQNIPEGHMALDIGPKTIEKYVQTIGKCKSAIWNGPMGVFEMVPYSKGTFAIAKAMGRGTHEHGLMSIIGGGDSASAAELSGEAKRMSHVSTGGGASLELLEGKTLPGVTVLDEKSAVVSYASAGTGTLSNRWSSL
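Luminescent ATP detection (Kinase-Glo Plus) follows a 60-minute room-temperature incubation, with wells lacking PGK as controls. Buffer: 100 mM TEA (pH 7.6), 5 mM MgCl2, 0.01% Tween-20. Coupling enzyme GAPDH (100 nM final) supplies unstable 1,3-BPG in-well.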
BLM inh: inhibitors of human Bloom syndrome helicase BLM | P54132 | hit rate 0.2% among 350,000 | Potency, µM (doses to about 56.1 µM), for the others: at the top dose activity change, negative = inhibition, most hits filed as inhibitors | recombinant BLM DNA unwinding, fluorescence dequenching | AID 2528;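 further: plate controls were vehicle for no effect and no enzyme for full effect; nearly all actives have a fitted effect of over 35% in size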
Starred values were filed as active, the others as inactive; i = inactive; u = inconclusive; x = not tested or not shown; & = joins results of further samples; [ ] = remark or other dose. Unless noted, the call rests on the fitted dose curve; in most records, active means well fitted curve in the direction sought with a large enough effect; inconclusive means small, poorly fitted or top-dose-only effect, or another doubt; inactive means no such curve, though single readings can be large; an effect the other way counts as inactive or inconclusive. Potency means the concentration at half of the fitted maximal effect.

#	Compound	POLI inh	G9a block	GLS inh	BAZ2B block	JMJD2A Tudor	HP1b chromo inh	Pin1 inhibitor	PGK inhibitor	BLM inh
1	CC1CCCCC1NC(=O)C1CCCN(S(=O)(=O)c2ccc(-n3cnnn3)cc2)C1 (centres undefined)	66%[activator]	13%	-9%	2%	-18%	20%	5%	-8%	-2%
2	Cc1cnc(NC(=O)COc2ccccc2Cl)s1	38%[activator]	56µM*	0%	1%	-18%	10%	9%	-10%	-3%
3	Cc1[nH]nc2cn[nH]c12	-11%	-8%[12.7 µM]	-2%	7%	-6%	34%[activator]	4%	-7%	-4%
4	O=C(NCCCN1CCOCC1)C(=O)N/N=C/c1ccccc1O	-10%	29%	1%	28µM*	28µM*	65%[activator]	-1%	1%	4%
5	COc1ccc(NC(=O)CSc2nccn2-c2ccccc2)cc1	5%	6%[12.7 µM]	10%	u	-21%	-11%	-2%	7%	0%
6	CCSc1ccccc1C(=O)N1CCC2(CC1)CC(=O)c1ccccc1O2	-7%	-26%	10%	-20%	-14%	19%	2%	-1%	x
7	CC(/C=N/Nc1nnc(C)c(=O)[nH]1)=C\c1ccccc1	12%	10µM*	10%	-42%	-21%	17%	-1%	-3%[11.5 µM]	1%
8	COc1ccccc1OCC(=O)Nc1ccc(N2CCCCC2)cc1	-4%	22µM*	60%[activator]	u	u	-6%	7%	-8%	-7%
9	CCOC(=O)COc1cccc2c(=O)n(CC(=O)NCc3ccc(F)cc3)ccc12	-2%	11%	-1%	-3%	-19%	28%	1%	-2%	-5%
10	COc1ccc(C2=CC(=O)C[C@H](c3ccc(F)cc3)C2)c(OC)c1	13%	-5%[0.501 µM]	1%	-3%	-6%	46%[activator]	1%	i	x
11	CC(C)CN1C(=O)C(=O)N(CC(=O)c2ccc3c(c2)CCCC3)C1=O	13%	u	-2%	11%	-21%	30%	1%	-10%	x
12	CC(C)Cn1cc(NC(=O)N2CCN(c3ccc(F)cc3)CC2)c2ccccc2c1=O	55%[activator]	-10%[59 µM]	6%	7%[57.1 µM]	-11%	19%	-10%	-4%	-9%
13	CCc1nn(C(C)C(=O)NCCc2ccccc2)c(=O)c2cc3occc3n12 (centres undefined)	-5%	x	2%	-2%	-9%	18%	-11%	0%	4%
14	O=C(NCCNCc1ccccn1)c1ccco1	70%[activator]	9%	27%	u	-17%	37%[activator]	6%	3%	2%
15	CCCCCOC(=O)Nc1ccc(S(=O)(=O)Nc2cccc([N+](=O)[O-])c2)cc1	146%[activator]	-8%[59 µM]	-1%	-8%	-25%	-15%	-16%	0%	-12%
16	COc1ccc(N2C(=S)NC(C)(C)CC2(C)c2ccc(OC(C)=O)cc2OC(C)=O)cc1 (centres undefined)	96%[activator]	79µM*	143%[activator]	u	-21%	11%	3%	-9%	-6%
17	CC(C)CC(=O)NS(=O)(=O)c1ccc(NC(=O)c2ccco2)cc1	15%	u	-16%	-27%	-11%	45%[activator]	-12%	-6%	-5%
18	COc1ccccc1NC(=O)CC1SC(=N)N(c2ccccc2)C1=O (centres undefined)	89%[activator]	x	-23%	-14%	-20%	9%	1%	-5%	-1%
19	O=C(NCc1ccccc1Cl)c1cc2c(s1)CS(=O)(=O)C2	29%	32%	-32%	-12%	-13%	47%[activator]	0%	-11%	-9%
20	CC(C)c1ccc(/C=N/NC(=O)c2cc(-c3cccc([N+](=O)[O-])c3)n[nH]2)cc1	u	18%	-7%	-15%	-4%	23%	38%[activator]	6%	-18%
21	COc1ccc(CNC(=O)C(C#N)c2nc3ccccc3nc2N2CCN(C)CC2)cc1 (centres undefined)	-9%	u	7%	50µM*	71µM*	u	20%	-3%	-10%
22	CC(NC(=O)c1ccco1)c1nc(-c2ccccc2)no1 (centres undefined)	3%&5%	16%&4%[59 µM]	-2%&-14%	2%&-3%	1%&-4%	10%&30%	-4%&-7%	-6%&3%	-1%&3%
23	CCc1ccc(NC(=O)N(CCOC)C2CCN(C(C)=O)CC2)cc1	37%[activator]	38%[59 µM]	17%	10%	-8%	18%	-11%	0%	-2%
24	COC(=O)c1ccc2c(c1)C(C)(C)C(/C=C/c1ccc(OC)c(OC)c1OC)=[N+]2C	u	-5%[0.0925 µM]	u	u	56µM*	-11%	u	-3%	-18%
25	C[n+]1ccccc1Nc1cc([N+](=O)[O-])ccc1N	13%	11µM*	24%	u	-7%	22%	6%	i	-3%
26	CCC(CC)NC(=O)COn1nnc2ccc(S(=O)(=O)N3CCOCC3)cc21	20%	u	16%	10%	-10%	34%	-7%	i	x
27	O=C(c1ccccc1)N1CCN(CC(O)Cn2ccc3ccccc32)CC1 (centres undefined)	-8%	11µM*	9%	56µM*	u	u	-5%	0%	1%
28	COc1cccc(-c2ccc3c(N)c(C(=O)Nc4ccccc4C)sc3n2)c1	-5%	-25%[59 µM]	2%	55%[activator]	43%[activator]	114%[activator]	10%	2%	-9%
29	CCOC(=O)C1=C(C)NC(C)=C(C(=O)OCC)C1C(=O)OCC(=O)NCc1ccc(F)cc1	35%	x	12%	x	10%	64%[activator]	0%	-7%	x
30	C=CCc1cccc2cc(NC(C)=O)c(=O)oc12	-6%	20%[59 µM]	-15%	9%	1%[11.4 µM]	-16%	2%	-9%	-1%
31	COc1ccccc1NS(=O)(=O)c1ccc(C(=O)NCc2ccco2)cc1	-2%	x	12%	x	-18%	14%	0%	-5%	x
32	Cc1occc1C(=O)NC1CCCc2ccccc21 (centres undefined)	5%	u	2%	-20%	-4%	20%	3%	-3%	0%
33	CCc1cccc(CC)c1NC(=O)Cn1c(=O)c(-c2cc(C)ccc2NC(C)=O)nc2ccccc21	1%	-8%[59 µM]	-7%	-16%	-16%	17%	-4%	i	-4%
34	CC(=O)c1csc(-c2ccccc2)n1	-3%	8%	6%	2%	-4%	23%	0%	2%	-1%
35	CC(C(=O)N1CCCCCC1)N(c1ccc(Cl)cc1)S(C)(=O)=O (centres undefined)	0%	31%	-18%	11%	-6%	28%	-5%	i	-1%
36	Cn1c(C(=O)NCc2ccc3c(c2)OCO3)cc2sccc21	-9%[58.9 µM]	u	-2%	u	u	-1%	0%	-8%	-2%
37	CC(=O)Oc1ccc(-c2ccc(C(=O)OCC(=O)N(C)CC(=O)Nc3ccccc3Cl)cc2)cc1	13%	u	-11%	-12%	-8%	29%	10%	i	-5%
38	O=[N+]([O-])c1ccc(S(=O)(=O)Nc2ncccn2)cc1	-24%	13%	0%	-1%	-2%	26%	-1%	-8%	0%
39	CCCCOC(=O)c1cc(C)nc2ccc(Br)cc12	u	19%[12.7 µM]	3%	32%[activator]	25%	72%[activator]	-3%	x	-4%
40	Cc1ccc(C)c(CSc2nc3ncccc3[nH]2)c1	3%	-32%[59 µM]	1%	-9%	-14%	26%	-12%	i	-12%
41	O=C(c1ccc(-c2cccc(Cl)c2)o1)N1CCN(c2ccc([N+](=O)[O-])cc2)CC1	121%[activator]	4%[59 µM]	-29%	0%	40µM*	-9%	1%	-6%	1%
42	COc1ccc(NC(=O)CN(C)C(=O)CNC(=O)c2ccc3c(c2)OCO3)cc1	59%[activator]	-4%	-4%	7%	-10%	-5%	-2%	i	x
43	CCOC(=O)C1=C(C)Nc2sc(C(=O)c3ccc(OC)cc3)c(N)c2C1c1ccc(C(=O)OC)cc1 (centres undefined)	2%	7%[59 µM]	-1%	11%	-7%	60%[activator]	u	-9%	-16%

Structures from the list above that have a furan ring, fused or not:
#	Compound	POLI inh	G9a block	GLS inh	BAZ2B block	JMJD2A Tudor	HP1b chromo inh	Pin1 inhibitor	PGK inhibitor	BLM inh
13	CCc1nn(C(C)C(=O)NCCc2ccccc2)c(=O)c2cc3occc3n12 (centres undefined)	-5%	x	2%	-2%	-9%	18%	-11%	0%	4%
14	O=C(NCCNCc1ccccn1)c1ccco1	70%[activator]	9%	27%	u	-17%	37%[activator]	6%	3%	2%
17	CC(C)CC(=O)NS(=O)(=O)c1ccc(NC(=O)c2ccco2)cc1	15%	u	-16%	-27%	-11%	45%[activator]	-12%	-6%	-5%
22	CC(NC(=O)c1ccco1)c1nc(-c2ccccc2)no1 (centres undefined)	3%&5%	16%&4%[59 µM]	-2%&-14%	2%&-3%	1%&-4%	10%&30%	-4%&-7%	-6%&3%	-1%&3%
31	COc1ccccc1NS(=O)(=O)c1ccc(C(=O)NCc2ccco2)cc1	-2%	x	12%	x	-18%	14%	0%	-5%	x
32	Cc1occc1C(=O)NC1CCCc2ccccc21 (centres undefined)	5%	u	2%	-20%	-4%	20%	3%	-3%	0%
41	O=C(c1ccc(-c2cccc(Cl)c2)o1)N1CCN(c2ccc([N+](=O)[O-])cc2)CC1	121%[activator]	4%[59 µM]	-29%	0%	40µM*	-9%	1%	-6%	1%

Source: PubChem BioAssay (National Center for Advancing Translational Sciences (NCATS))

An excerpt (hit frequency here may not be typical).
